High-throughput results as filed in PubChem.
TRPC6 activator = activates the mouse TRPC6 cation channel; HEK293-TRPC6 membrane potential dye fluorescence; hits give high values; B-score at 10 µM; 0.13% of 310,000 active; AID 2550;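 active = B-score of the integrated fluorescence ratio above library mean plus 3 SD, and starting fluorescence ratio within library mean plus 5 SD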;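 also: higher score means more depolarization so channel activation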
Target sequence (Q61143 whole entry, looked up): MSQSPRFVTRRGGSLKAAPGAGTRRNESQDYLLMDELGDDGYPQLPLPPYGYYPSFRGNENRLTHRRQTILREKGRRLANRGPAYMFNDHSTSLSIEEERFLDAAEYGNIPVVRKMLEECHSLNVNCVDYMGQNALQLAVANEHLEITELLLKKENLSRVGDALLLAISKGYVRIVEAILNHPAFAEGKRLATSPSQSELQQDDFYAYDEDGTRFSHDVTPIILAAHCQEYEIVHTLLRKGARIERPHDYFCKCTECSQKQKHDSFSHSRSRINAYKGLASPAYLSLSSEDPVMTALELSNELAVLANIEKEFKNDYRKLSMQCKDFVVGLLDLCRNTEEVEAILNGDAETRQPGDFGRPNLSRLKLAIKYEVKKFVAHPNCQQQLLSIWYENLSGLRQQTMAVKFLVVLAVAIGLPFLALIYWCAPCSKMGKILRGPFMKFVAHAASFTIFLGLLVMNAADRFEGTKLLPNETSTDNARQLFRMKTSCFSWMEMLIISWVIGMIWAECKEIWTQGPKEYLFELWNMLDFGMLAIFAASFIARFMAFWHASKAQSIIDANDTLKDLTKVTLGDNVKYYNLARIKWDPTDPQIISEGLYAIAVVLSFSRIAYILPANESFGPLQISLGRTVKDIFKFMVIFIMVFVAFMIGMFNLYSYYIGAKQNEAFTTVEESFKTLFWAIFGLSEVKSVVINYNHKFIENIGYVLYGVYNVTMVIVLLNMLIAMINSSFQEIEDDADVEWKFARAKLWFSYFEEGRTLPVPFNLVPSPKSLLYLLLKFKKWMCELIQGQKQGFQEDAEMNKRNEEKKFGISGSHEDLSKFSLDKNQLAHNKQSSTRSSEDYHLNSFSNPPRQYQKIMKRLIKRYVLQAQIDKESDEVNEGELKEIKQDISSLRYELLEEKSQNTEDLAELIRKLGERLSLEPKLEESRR
TRPC4 potent = TRPC4 (mouse) allosteric potentiation; Q9QUQ5; 0.42% of 310,000 active; B-score at 10 µM; HEK293 TRPC4beta/mu-opioid, DAMGO EC20, Fluo-4 Ca2+ flux; hits give high values;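 active = B-score of calcium response area above 5 SD of library B-scores, with initial fluorescence ratio within 5 SD of library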;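 also: B-score of integrated fluorescence ratio over time as area under calcium response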
TRPC4 block = inhibitors of mouse TRPC4 channel; Q9QUQ5; HEK293 TRPC4beta/mu-opioid, DAMGO-evoked Fluo4 calcium flux; hits give low values; B-score at 10 µM; 0.39% of 300,000 active; AID 2247;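 active = B-score over 3 SD under the library average, no early fluorescence shift, positive overall ratio signal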
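Material: HEK293 cells with stable TRPC4beta plus mu-opioid receptor expression / Probe or stimulus: DAMGO in two steps, submaximal then maximal / Compound: single concentration per test compound / Technique: kinetic Fluo4 fluorescence imaging of calcium influx / Read-out: per-well B score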
MrgX1 allo act = allosterically activates human MrgX1 receptor signaling. AID 588675. B-score at 10 µM. Q96LB2. 0.63% of 310,000 active. MrgX1-HEK293, Fluo-4 calcium flux, FDSS; hits give high values;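 active = plate-corrected calcium response at least 3 library SD above typical, normal starting fluorescence, not activating the receptor alone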;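 also: compound read alongside a low EC10 to EC30 dose of BAM8-22 agonist; peak minus trough fluorescence over baseline measured at the second addition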
ANO1 block = mouse TMEM16A channel inhibition, primary screen; normalized B-score (activity score, 25-100; higher = stronger inhibition) at 10 µM; HEK293 TMEM16A/YFP iodide influx fluorescence, ionomycin; 1.2% of 310,000 active; Q8BHY3;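 active = ratio plate-corrected score three or more library SD toward inhibition, starting fluorescence score within five deviations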;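 also: score derived from kinetic fluorescence span divided by baseline fluorescence per well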
MrgX1 agonist = human MrgX1 receptor agonism, primary screen. MrgX1-HEK293 cells, Fluo-4 calcium fluorescence, agonist mode; hits give high values. B-score at 10 µM. 0.44% of 310,000 active. AID 588627;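 active = calcium response B-score plate-corrected fluorescence ratio at least 3 library SD, with starting fluorescence B-score inside 5 SD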
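Assay system: stable human MrgX1 HEK293 cell line. Quantity: 15,000 cells per well. Schedule: cells plated overnight, dye loaded 0.5 h 37 °C, 0.5 h room temperature. Detection: Fluo-4 NW calcium-flux fluorescence, kinetic read. Read-out basis: peak-minus-minimum fluorescence over baseline, converted to B scores. Control set: positive and negative control wells on each plate.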
ANO1 activ = mouse TMEM16A channel activation, primary screen; Q8BHY3; HEK293 TMEM16A/YFP-H148Q/I152L, iodide quench fluorescence; hits give low values; B-score at 10 µM; 0.3% of 340,000 active; AID 623877;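 active = fluorescence-ratio B-score plate-corrected deviation score at least 3 library SD below zero, with starting fluorescence score within 5 deviations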;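 also: channel opened by trigger with iodide after compound preincubation; score built on the fluorescence ratio of max minus min over baseline; more negative score means more quench and so TMEM16A activation or potentiation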
SKKanGAS inh = inhibitors of SKKanGAS S. pyogenes growth in kanamycin (SK-promoter or general growth effect); BacTiter-Glo, 6 h; inhibition, % at 7.5 µM; 1.3% of 300,000 active;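 active = mean replicate score, as percent of positive control median, at least 50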;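 also: strain carries kanamycin resistance gene driven by streptokinase promoter and grows in 40 µg/ml kanamycin; loss of luminescence reflects streptokinase promoter inhibition or plain growth inhibition; 0% = median of DMSO wells and 100% = positive control at its reference dose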
TRPC6 inh = inhibitors of mouse TRPC6 channel | 1.1% of 310,000 active | HEK293-TRPC6, membrane potential dye, ACh-evoked depolarization; hits give low values | AID 2553 | B-score at 10 µM;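 active = B-score under library mean minus 3 SD, initial fluorescence not abnormally high, positive integrated signal ratio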;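 also: B-score derived from integrated fluorescence ratio over the kinetic read; more negative B-score means stronger inhibition of depolarization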
MrgX1 antagonist = antagonists of human MrgX1 receptor | AID 588676 | 1.3% of 310,000 active | MRGX1-HEK293 calcium flux, Fluo-4, BAM8-22 antagonism; hits give low values | Q96LB2 | B-score at 10 µM;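 active = calcium-response B-score plate-corrected more than 3 library SD below zero, starting fluorescence within 5 deviations, no agonist response on first addition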;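 also: peak minus trough fluorescence over baseline after final BAM8-22 challenge near maximal dose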
TRPC4 agonist = TRPC4 (mouse) channel activation. 0.49% of 310,000 active. HEK293 TRPC4beta/mu-opioid, Fluo4 calcium fluorescence; hits give high values. Q9QUQ5. B-score at 10 µM;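 active = B-score above 5 SD of library B-scores, and initial fluorescence ratio not above library mean plus 5 SD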;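 also: positive B-score marks a calcium rise read as TRPC4 activation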
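Assay system: HEK293 stable line with TRPC4beta plus mu-opioid receptor. Times: dye 45 min RT, read 110 s. Measured by: kinetic Fluo4 calcium fluorescence. Measure: B score of integrated ratio. Controls: assay buffer as low control, maximal DAMGO as high control.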
An asterisk follows results filed as active; i = inactive; · = not tested or not shown. Hits appear at their usual frequency; overall some 6.7% were active at least once.

SMILES	TRPC6 activator	TRPC4 potent	TRPC4 block	MrgX1 allo act	ANO1 block	MrgX1 agonist	ANO1 activ	SKKanGAS inh	TRPC6 inh	MrgX1 antagonist	TRPC4 agonist
O=C(CCNC(=O)c1ccc([N+](=O)[O-])cc1)Nc1ccccc1N1CCCCC1	i	i	i	i	i	i	i	-4.4	i	i	i
Cc1sc(Cc2nc(O)cs2)nc1-c1ccccc1	i	i	i	i	i	i	i	12.7	i	i	i
CCn1cc(C(=O)NCc2ccccn2)c(=O)c2cc(F)c(N3CCN(C)CC3)cc21	i	i	i	i	i	i	i	0.4	i	i	i
O=c1c2c(nc3cc(-c4cccc(F)c4)[nH]n13)CCC2	i	i	i	i	i	i	i	13.6	i	i	i
CCNc1ccc(C(=O)OCC(=O)N2c3ccccc3NC(=O)C2(C)C)cc1[N+](=O)[O-]	i	i	i	i	i	i	i	-3.6	i	i	i
O=C(O)c1ccc2c(c1)CC(c1ccccc1)OC2=O (centres undefined)	i	i	i	i	i	i	i	2.3	i	i	i
Cc1ncoc1C(=O)N1CCCC(C(=O)c2cccc(C(F)(F)F)c2)C1 (centres undefined)	i	i	i	i	i	i	i	-13.0	i	i	i
CCOC(=O)COn1c(=O)c(-c2ccc(F)cc2)[n+]([O-])c2ccccc21	i	i	i	i	i	i	i	-2.5	i	i	i
CC(C)C(c1nnnn1Cc1ccccc1)N1CCc2ccccc2C1 (centres undefined)	i	i	i	i	i	i	i	4.7	i	i	i
O=C(CCc1nc2ccccc2c(=O)[nH]1)Nc1cc(C(F)(F)F)ccc1N1CCOCC1	i	i	i	i	i	i	i	-11.9	i	i	i
Cc1cccc(NC(=O)C2CCN(S(=O)(=O)c3cccc4cccnc34)CC2)n1	i	i	i	i	i	i	i	3.6	i	i	i
CCCn1c(=N)n(CC(=O)O)c2ccccc21	i	i	i	i	i	i	i	-3.0	i	i	i
N#C/C(=C\Nc1ccc(Cl)cn1)S(=O)(=O)c1ccccc1	i	i	i	i	i	i	i	-2.4	i	i	i
Cc1nn(Cc2ccccc2Cl)c(C)c1NC(=O)CSc1n[nH]c(C)c1[N+](=O)[O-]	i	i	i	i	i	i	·	-3.2	i	i	i
S=C(NCCc1ccccc1)N1CCn2cccc2C1c1ccncc1 (centres undefined)	i	i	i	i	i	i	i	-0.6	i	i	i
O=C(O)CCC(=O)N1CC=C(c2ccccc2)CC1	i	i	i	i	i	i	i	0.6	i	i	i
CCOc1ccc(N2C(=O)/C(=C/c3cccs3)N(CC(=O)OC)C2=S)cc1	i	i	i	i	i	i	i	3.0	i	i	i
COc1cccc(CNC(=O)CCC2CCCN(C(=O)c3cc(C)on3)C2)c1 (centres undefined)	i	i	i	i	i	i	i	-13.1	i	i	i
CN(C(=O)CSc1nc2[nH]ncc2c(=O)[nH]1)c1ccccc1	i	i	i	i	i	i	i	-1.8	i	i	i
O=C(COC(=O)C1CCN(S(=O)(=O)c2ccc3c(c2)OCCO3)CC1)Nc1cccc2ccccc12	i	i	i	i	i	i	i	-3.6	i	i	i

Whole records as entered above. Order of screens: TRPC6 activator	TRPC4 potent	TRPC4 block	MrgX1 allo act	ANO1 block	MrgX1 agonist	ANO1 activ	SKKanGAS inh	TRPC6 inh	MrgX1 antagonist	TRPC4 agonist
`CCOC(=O)COn1c(=O)c(-c2ccc(F)cc2)[n+]([O-])c2ccccc21` across the screens: i	i	i	i	i	i	i	-2.5	i	i	i
`O=C(COC(=O)C1CCN(S(=O)(=O)c2ccc3c(c2)OCCO3)CC1)Nc1cccc2ccccc12` across the screens: i	i	i	i	i	i	i	-3.6	i	i	i
`Cc1ncoc1C(=O)N1CCCC(C(=O)c2cccc(C(F)(F)F)c2)C1` (centres undefined) across the screens: i	i	i	i	i	i	i	-13.0	i	i	i

Other results follow.
SMILES	TRPC6 activator	TRPC4 potent	TRPC4 block	MrgX1 allo act	ANO1 block	MrgX1 agonist	ANO1 activ	SKKanGAS inh	TRPC6 inh	MrgX1 antagonist	TRPC4 agonist
Cc1ccc(-c2[nH]c(-c3ccc(C(=O)O)cc3)nc2-c2ccccc2)cc1	i	i	i	i	i	i	i	35.8	i	i	i
OC(COc1cccc2ccccc12)CN1CCCC1 (centres undefined)	i	i	i	i	i	i	i	-3.8	i	i	i
CCOC(=O)C1=C(C)NC(=O)NC1c1c(C)nn(-c2ccccc2)c1Cl (centres undefined)	i	i	i	i	i	i	i	-11.5	i	i	i
CCCCSc1nnc([C@H](CC(C)C)NC(=O)OC(C)(C)C)o1	i	i	i	i	i	i	i	0.9	i	i	i
Cc1ccc(CN(C)C(=O)C2CCCN2C(=O)c2cccs2)o1 (centres undefined)	i	i	i	i	i	i	i	-8.2	i	i	i
Cc1ccccc1NC(=O)CSC1=NCCN1	·	·	·	i	i	i	i	·	·	i	·
O=C(CSc1ccc(Cl)cc1)Nc1ccc(NC(=O)c2ccco2)cc1	i	i	i	i	i	i	i	-8.5	i	i	i
CCOc1ccc(CN2CCN(CC3CC3)CC2CCO)cc1 (centres undefined)	i	i	i	i	i	i	i	0.8	i	i	i
COC(=O)C1(Cc2cc(-c3ccc([N+](=O)[O-])cc3)no2)CCN(C(=O)OC(C)(C)C)CC1	i	i	i	i	i	i	i	13.4	i	i	i
CN1C(=O)c2c(sc3c2CC(C)(C)SC3)N2CCN=C12	·	·	·	i	i	i	i	-3.0	·	i	·
Cc1ccccc1/[N+]([O-])=C/c1ccncc1	i	i	i	i	i	i	i	21.8	i	i	i
CCOc1ccc(N2C(=O)CC(N3CCN(C4CCc5ccccc5C4)CC3)C2=O)cc1 (centres undefined)	i	14*	i	i	i	i	i	-3.5	i	i	i
COC(=O)c1ccc(C)c(NC(=O)CN(c2cc(OC)ccc2OC)S(C)(=O)=O)c1	i	i	i	i	i	i	i	-12.2	i	i	i
COc1ccc(C2=NN(c3ccc(C(=O)O)cc3)C(c3ccc(OC)c(OC)c3)C2)cc1 (centres undefined)	i	i	i	i	i	i	i	31.0	i	i	i
Cc1ccc(C2=NN(C(=O)CSc3nccn3C)C(c3ccco3)C2)cc1 (centres undefined)	i	i	i	i	i	i	i	49.3	i	i	i
O=C(Nc1ccc([N+](=O)[O-])cc1)C1CC12CCC2 (centres undefined)	i	i	i	i	i	i	i	3.9	i	i	i
COC(=O)c1cc(S(=O)(=O)NCCc2ccc(C)cc2)c[nH]1	i	i	i	i	25*	i	i	-10.3	i	i	i
O=C1c2ccccc2S(=O)(=O)c2cc(N3CCc4ccccc4C3)ccc21	i	i	i	i	i	i	·	10.3	i	i	i
CCOc1cccc(/C(O)=C2/C(=O)C(=O)N(CCN3CCOCC3)C2c2ccncc2)c1 (centres undefined)	i	i	i	i	i	i	·	-3.5	i	i	i
Cc1cc2c(NC3CCCCC3)ncnc2s1	i	i	i	i	i	i	i	0.1	i	i	i
Nc1nc(CN2CCOCC2)cs1	i	i	i	i	i	i	i	10.0	i	i	i
COc1ccc2nc(NC(=O)CSc3nnnn3C3CCCCC3)sc2c1	i	i	i	i	i	i	·	13.0	i	i	i
O=C(O)c1cccnc1Oc1ccccc1	i	i	i	i	i	i	i	2.9	i	i	i
COC(=O)C1=C(NC(=O)c2ccc(Br)cc2)CCS1	i	i	i	i	i	i	i	1.4	i	i	i
Cc1cccc(NC(c2ccc(O)cc2)c2ccc3ccc(C)nc3c2O)n1 (centres undefined)	i	i	i	i	i	i	i	5.9	i	i	i
CC(C)NS(=O)(=O)c1ccc(CCC(=O)Nc2ccc3c(c2)OCO3)cc1	i	i	i	i	i	i	i	5.5	i	i	i
CCOc1ccc(C(=O)CCN2CCOCC2)cc1	i	i	i	i	i	i	i	-4.8	i	i	i
COc1ccc(N2CCN(C(=O)c3ccc(CS(=O)c4cccc(C)c4)o3)CC2)cc1 (centres undefined)	i	i	i	i	i	i	i	7.4	i	i	i
Cc1cccc(N=C2NC(=O)/C(=C/c3cccnc3)S2)c1C	i	i	i	i	i	i	i	21.2	i	i	i
Cc1ccc(C(=O)C[n+]2cc(Br)cc(Br)c2)cc1[N+](=O)[O-]	i	i	i	i	i	i	i	3.5	i	i	i
N#CCSc1nnc(CNc2cccc(Cl)c2)o1	i	i	i	i	i	i	i	-2.4	i	i	i
O=C(CSc1nnc(COc2ccc(Cl)cc2)o1)N1CCOCC1	i	i	i	i	i	i	i	-7.5	i	i	i
O=C(Nc1ccc(S(=O)(=O)Nc2ncccn2)cc1)c1cc([N+](=O)[O-])ccc1Cl	i	i	i	i	i	i	i	3.3	i	i	i
Cc1nn(-c2ccccc2)c2c1C1(C(=O)N(C)c3ccccc31)C(C#N)=C(N)O2 (centres undefined)	i	i	i	i	i	i	i	-2.2	i	i	i
CC(C)NCC(O)COc1ccc(Br)cc1 (centres undefined)	i	i	i	i	i	i	i	3.9	i	i	i
O=C(N/N=C/c1ccc2cccc(OCc3ccccc3)c2n1)c1ccc(Br)cc1	i	i	i	i	i	i	i	40.7	i	i	i
CCOc1cccc(CN2CCCC(N3CCc4ccccc4C3)C2)c1O (centres undefined)	i	i	i	i	i	i	i	6.2	i	i	i
O=C(NNC(=O)c1cccnc1)c1ccncc1	i	i	i	i	i	i	i	-1.4	i	i	i
O=[N+]([O-])c1ccc(O)c(/C=N/NC(=S)Nc2ccc(Cl)cc2Cl)c1	i	i	i	i	i	i	i	116.9*	i	i	i
CCOC(=O)C(=NCC1CCCO1)NNc1cc(Cl)ccc1Cl (centres undefined)	i	i	i	i	i	i	i	3.0	i	i	i
O=[N+]([O-])c1ccc(/C=N/Nc2nc(N3CCCCC3)nc(N3CCCCC3)n2)cc1	i	i	i	i	i	i	i	0.4	-5.95*	i	i
Cn1nnc2cc(C(=O)Nc3cccnc3)ccc21	i	i	i	i	i	i	i	-2.5	i	i	i
CC(C)(C)NCC(O)Cn1cc(C=O)c2ccccc21 (centres undefined)	i	i	i	i	i	i	i	3.8	i	i	i
COc1cc(C2=Nc3c(c(C)nn3-c3ccccc3)P(=O)(N3CCOCC3)O2)cc(OC)c1OC (centres undefined)	i	i	i	i	i	i	i	2.8	i	i	i
CCCN(Cc1ccccc1)C(=S)Nc1ccc(C(C)=O)cc1	i	i	i	i	i	i	i	-2.5	i	i	i
